Nrf2 ARE act: qHTS of Nrf2 Activators | AREc32 ARE-luciferase reporter (MCF7-derived line), luminescence, 24 h | Potency, µM (titrated, usually from 46.1 µM), for inactives: top-dose activation, usual class: activators | actives 0.31% (n = 410,000) | AID 624171, 2012; further: potency means the concentration at half of the fitted maximal effect; % of control where 0% means no effect; nearly all actives have a fitted effect of over 65% in size
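Each well held 1000 AREc32 cells, which were incubated with compound for 24 hr at 37 deg C after overnight attachment, and ARE reporter activity was quantified by firefly luciferase luminescence.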
A549 viability: Nrf2 qHTS screen for inhibitors: counterscreen for cytotoxicity. A549 ARE-Fluc cells, CellTiter-Fluor viability, 18-24 h. Potency, µM (doses to about 46 µM), for inactives: at the highest dose activity change, negative = cytotoxicity, actives largely listed as inhibitors. actives 0.16% (n = 390,000). AID 504648, 2011; further: potency means the concentration at half of the fitted maximal effect; on the % scale 0 is the no-effect control and ±100 the full control effect
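A549 ARE_Fluc cells in 5% FBS OPTI-MEM were exposed to compounds in concentration-response for 18-24 h at 37 deg C. Viability was read by CellTiter-Fluor fluorescence (Ex 405/Em 525) after 30 min, before the luciferase read.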
Mm-Cpn inhibitor: Inhibitors of TCP-1 ring complex (TRiC) of Methanococcus maripaludis (MmCpn): qHTS. AID 504842, 2011. actives 0.031% (n = 330,000). purified Mm-Cpn ATPase, ADP Transcreener TR-FRET. Potency, µM (titrated, usually from 76.9 µM), for inactives: at the highest dose activity, negative = inhibition, most hits filed as inhibitors; further: potency means the concentration at half of the fitted maximal effect; on the % scale 0 is the no-effect control and ±100 the full control effect; nearly all actives have a fitted effect of over 80% in size
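Purified archaeal Mm-CPN (25nM final) preincubated 10 min at 37degC with compound, then 10uM ATP for 30 min at 37degC; ADP measured by HTRF Transcreener TR-FRET; buffer 30 mM TRIS pH 7.4, 100mM KCl, 5mM MgCl2, 1mM DTT.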
pAkt inh: HTS Assay for Inhibitors of Akt Phophorylation: Primary Screen. Neuro2A IGF-stimulated pAkt S473 HTRF, 20 min; stronger effect = lower value. activity change, % for hits at 50 µM. actives 0.32% (n = 360,000); in the data active means activity change below about -80%; inconclusive means mostly about -51% to -80%; further: on the % scale 0 is the no-effect control and ±100 the full control effect
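Single-point screen (50 µM final compound) in Neuro2A cells stimulated 20 min with 6 nM IGF at 37 deg C. After lysis, Ser473-phosphorylated Akt read by HTRF (ex 330 nm, em 615/665 nm) as the 665/615 ratio.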
S2 tox: Viability Counterscreen for Primary qHTS for Inhibitors of ATXN expression; S2 cells (HEK-293 line with an ATXN2-luciferase reporter) viability, CellTiter-Fluor protease fluorescence, 24 h; Potency, µM (highest dose often 56.7 µM), usual class: cytotoxic; actives 0.49% (n = 400,000); AID 651635, 2014; further: potency means the concentration at half of the fitted maximal effect; nearly all actives have a fitted effect of over 40% in size
HepG2 viability: qHTS for Inhibitors of TGF-b: Cytotox Counterscreen. HepG2 CAGA-GFP viability, ATP luminescence, 18 h. Potency, µM (series often up to 46.1 µM), inactives show at the top dose activity change, negative = cytotoxicity, actives largely listed as cytotoxic. actives 0.76% (n = 410,000); further: potency means the concentration at half of the fitted maximal effect; some results filed as inactive show a strong effect at the top dose
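CellTiter-Glo luminescence gave cytotoxicity after 18 hours at 37 degrees C. The cells were HepG2 CAGA-GFP in 1% FBS DMEM, stimulated with 500 pg/mL TGF-beta after compound addition. %Activity was normalised to no-cell wells (complete cell-killing) and DMSO (no toxicity), and curves were fitted and classified.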
TGFb inhibitor: qHTS for Inhibitors of TGF-b. HepG2 CAGA-GFP TGF-b/SMAD3 reporter, GFP fluorescence, 18 h; TGF-beta stimulated, 500 pg/mL final. Potency, µM (titrated, usually from 46.1 µM), for the others: at the top dose activity, negative = inhibition, usual class: inhibitors. actives 1.2% (n = 410,000); further: potency means the concentration at half of the fitted maximal effect; on the % scale 0 is the no-effect control and ±100 the full control effect; nearly all actives have a fitted effect of over 65% in size
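HEPG2 CAGA-GFP reporter cells (1000/well, DMEM with 1% FBS) received compounds, then recombinant TGF-beta at 500 pg/mL final for 18 hours at 37 degrees C. Per-cell GFP summed per well was normalised to unstimulated and stimulated DMSO controls before curve fitting.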
Nrf2 block: Nrf2 qHTS screen for inhibitors | actives 2.1% (n = 360,000) | AID 504444, 2011 | Potency, µM (top dose mostly 46 µM), for inactives: at the top dose activity change, negative = inhibition, hits mostly inhibitors | A549 ARE-Fluc reporter, luciferase luminescence, 18-24 h; further: potency means the concentration at half of the fitted maximal effect; on the % scale 0 is the no-effect control and ±100 the full control effect; nearly all actives have a fitted effect of over 60% in size
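Quantitative HTS in A549 cells stably bearing an antioxidant response element-firefly luciferase construct. Inhibition of Nrf2-driven transcription was scored by luminescence after 18-24 h of compound exposure at 37 °C.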
CCT chaperon mod: High-Throughput Screening for Modulators of Cytosolic Chaperonin Activity | purified chaperonin ATPase assay, HTRF ADP detection, 30 min | activity change, % (test concentration not listed), hits read low | actives 0.3% (n = 360,000) | AID 651819, 2012; in the data active means activity change below about -30%; further: on the % scale 0 is the no-effect control and ±100 the full control effect
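Enzyme 40 or 20 nM (batch-dependent) in Tris pH 7.4/KCl/MgCl2/DTT; cpd 76 uM single point; ATP 10 uM; 30 min 37 °C; Transcreener ADP HTRF detection, 30 min RT; ratio 665/615.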
Starred values were filed as active, the others as inactive; i = inactive; ? = inconclusive; nt = not tested or not shown; [ ] = remark or other dose. Unless noted, the call rests on the fitted dose curve; in most records, active means well fitted curve in the direction sought with a large enough effect; inconclusive means small, poorly fitted or top-dose-only effect, or another doubt; inactive means no such curve, though single readings can be large; an effect the other way counts as inactive or inconclusive.

SMILES | Nrf2 ARE act | A549 viability | Mm-Cpn inhibitor | pAkt inh | S2 tox | HepG2 viability | TGFb inhibitor | Nrf2 block | CCT chaperon mod
COc1ccccc1NC(=S)NC(=O)CCCOc1ccc(Cl)cc1Cl | 2.1% | -1% | -1% | i | i | -9% | -20% | 0% | -1.0
COc1ccccc1C1C(C(=O)c2cc3ccccc3o2)=C(O)C(=O)N1CCN(C)C (stereo unspecified) | 2.1% | -21% | -6% | ? | i | -1% | -4% | nt | -3.5
O=C(c1ccco1)[C@@H]1[C@@H]2C(=O)N(c3ccc(Br)cc3)C(=O)[C@@H]2C2c3ccccc3C=CN21 (stereo partly specified) | 8.0% | 3% | -4% | i | i | -9% | 17% | 0% | 0.1
CNC(=O)C(=O)NCC1OCCN1S(=O)(=O)c1ccc(OC)c(OC)c1 (stereo unspecified) | -0.4% | -5% | -1% | i | ? | 34% | 6% | 2% | 0.8
CCOc1ccc(CCNC(=O)Cn2nc(-c3ccc(C)cc3)ccc2=O)cc1OCC | 0.3% | 2% | nt | nt | nt | -13% | ? | nt | nt
CC(C)CN1CCN(Cc2ccc(Oc3ncccn3)cc2)CC1CCO (stereo unspecified) | 0.2% | 4% | -1% | i | i | -5% | -6% | 8% | -4.8
Cn1c(=O)n(CCc2ccccc2)c(=O)c2c1nc1n2CCN1Cc1ccco1 | ? | 0% | -3% | i | ? | -21% | 2% | 4% | 0.6
COc1ccccc1C(=O)Nc1cccc(SC)c1 | 5.1% | -7% | 1% | i | ? | -10% | -12% | ? | -3.6
CCNC(=O)C1(C)CCN(C(=O)c2ccc(F)cc2Cl)C1 (stereo unspecified) | -1.3% | nt | nt | i | i | -1% | 19% | nt | -0.4
CN(Cc1ccccc1)C(=O)CN1C(=O)C2C3C=CC(C3)C2C1=O (stereo unspecified) | -0.8% | -1% | 0% | i | i | -2% | 0% | nt | -0.1
CCOc1ccc(C(=O)N[C@H](C(=O)N2CCN(c3ncccn3)CC2)C(C)C)cc1 | 0.4% | nt | nt | i | ? | -1% | 2% | nt | 2.2
Cc1cnc(NC(=O)C2CC(=O)N(c3ccc4c(c3)OCCO4)C2)s1 (stereo unspecified) | 0.2% | -12% | 1% | i | i | -21% | ? | 14% | -1.6
Cc1cccc(-c2oc3ccc(-c4ccc5c(c4)OCO5)cc3c2C(=O)OCc2ccc(O)cc2)c1 | -0.6% | -18% | -5% | i | ? | 8% | -4% | ? | -4.8
CCC1CCCCN1CCCNC(=O)Cn1nc(-c2ccc(C)cc2)ccc1=O (stereo unspecified) | -0.5% | -4% | 1% | i | i | -24% | 5% | 11% | -7.4
CC(C)(C)N=C1NN=C(c2ccc(Cl)cc2)CS1 | 18% | 1% | 2% | i | i | -15% | ? | ? | 1.3
CN(C(=O)c1ccc(NC(=O)Cc2cccc([N+](=O)[O-])c2)cc1)C1CC1 | 3.4% | -6% | -4% | i | i | -1% | -11% | -7% | -2.1
Cc1cc(-c2onc(C)c2C(N)=O)no1 | -0.2% | 10% | 0% | i | i | 17% | 0% | 0% | -2.3
COc1ccc(C(=O)N2CCN(c3cccc(Cl)c3)CC2)cc1 | 0.2% | 0% | -1% | i | ? | 7% | 2% | 10% | -2.1
COc1ccc(CN(C)C(C)C(=O)N(C)CC(=O)Nc2ccc(C)cc2)cc1F (stereo unspecified) | -0.9% | 12% | 1% | i | nt | -37% | -27% | 13% | -1.3
CC(/C=C1\SC(=S)N(C(C(=O)O)c2ccccc2)C1=O)=C\c1ccccc1 (stereo unspecified) | -0.2% | -13% | -2% | i | ? | -4% | 1% | 0% | 2.1

Entries shown so far that contain fluorine:
SMILES | Nrf2 ARE act | A549 viability | Mm-Cpn inhibitor | pAkt inh | S2 tox | HepG2 viability | TGFb inhibitor | Nrf2 block | CCT chaperon mod
CCNC(=O)C1(C)CCN(C(=O)c2ccc(F)cc2Cl)C1 (stereo unspecified) | -1.3% | nt | nt | i | i | -1% | 19% | nt | -0.4
COc1ccc(CN(C)C(C)C(=O)N(C)CC(=O)Nc2ccc(C)cc2)cc1F (stereo unspecified) | -0.9% | 12% | 1% | i | nt | -37% | -27% | 13% | -1.3

(continued)
SMILES | Nrf2 ARE act | A549 viability | Mm-Cpn inhibitor | pAkt inh | S2 tox | HepG2 viability | TGFb inhibitor | Nrf2 block | CCT chaperon mod
C#CCN(C[C@@H]1[C@@H](OC(=O)NCc2ccccc2F)[C@@H](OC(=O)NCc2ccccc2F)Cn2c(=O)n(CCCCCC)c(=O)n21)S(=O)(=O)c1ccc(C)cc1 | 0.3% | nt | nt | i | ? | -16% | -15% | nt | -1.1
COc1ccc(-c2ccc(OC)c([C@H]3[C@H]4C=CC[C@@H](C)[C@@H]4C(=O)N3Cc3ccccc3)c2)cc1C | -1.1% | 9% | 2% | i | i | 10% | -4% | 4% | -2.3
COC(=O)[C@]1(Cc2ccccc2)N[C@H](CN(C)C(=O)COc2ccccc2)[C@@H]2C(=O)N(C)C(=O)[C@@H]21 | -0.6% | 1% | -1% | i | ? | -2% | 0% | -4% | -0.2
CCN(CC)c1cc2c(cc1F)c(=O)c(S(=O)(=O)c1ccc(C)cc1)cn2Cc1ccc(F)cc1 | -0.4% | 1% | nt | nt | nt | -15% | -22% | 2% | nt
O=C(CSc1nnc(-c2ccco2)o1)c1ccc[nH]1 | 2.1% | 9% | -2% | i | i | -11% | -9% | ? | -1.0
O=C(O)CSCc1nc2scc(-c3ccccc3)c2c(=O)[nH]1 | 0.3% | 2% | 2% | i | i | 0% | 3% | -1% | -3.3
COc1cccc2cc(C(=O)NC3CC(C)(C)NC(C)(C)C3)c(=O)oc12 | 0.6% | -7% | nt | i | i | 5% | -4% | -5% | 0.7
Cc1nc(C)c(-c2nnc(-c3cccc(S(=O)(=O)N(C)C)c3)o2)cc1C(=O)NN | -0.7% | 2% | 1% | i | i | 1% | -18% | -12% | -0.3
CCn1c(CCC(=O)N(C)CC(=O)Nc2cccc(F)c2)nc2cc(S(=O)(=O)N(C)C)ccc21 | -0.5% | 0% | -6% | i | i | -77% | ? | -8% | 0.4
CC(=O)Nc1ccc(NC2CCCCC2NS(=O)(=O)c2ccc(Cl)cc2)cc1 (stereo unspecified) | -0.4% | -1% | 1% | i | i | 2% | -15% | ? | -0.2
O=C(N/N=C/c1oc(O)c2ccccc12)c1ccccc1 | 5.7% | 2% | 1% | i | i | -1% | 15% | 36% | 0.2
CCCCC(c1nnnn1CS(=O)(=O)c1ccc(C)cc1)N1CCN(c2ccccc2)CC1 (stereo unspecified) | -0.8% | 4% | 4% | i | i | -4% | -19% | 12% | -1.9
O=C(c1nc2n(n1)C(c1ccc(Cl)cc1)C=C(c1ccccc1)N2)N1CCOCC1 (stereo unspecified) | -0.4% | ? | -5% | i | nt | -10% | 11% | -10% | -2.0
COc1ccc(C(NC(=O)C(C)(C)C)NC(=O)C(C)(C)C)cc1 | 0.0% | -1% | 0% | i | i | 0% | 9% | 12% | -2.6
Nc1nc(SCC(=O)Nc2ccc3c(c2)OCO3)n[nH]1 | 0.0% | 3% | -1% | i | i | 10µM* | -2% | 4% | -2.3
Cc1ccc(S(=O)(=O)N2CCCc3cc(NC(=O)c4ccc(F)c(F)c4)ccc32)cc1 | 0.1% | -1% | nt | nt | ? | -38% | -1% | nt | nt
O=C(CN1CCCCCC1=O)N1CCN(S(=O)(=O)c2cccs2)CC1 | 0.1% | -11% | -4% | i | i | 4% | 4% | -13% | -0.1
COc1ccc(OC)c(NC(=O)c2cccnc2Sc2ccccc2)c1 | -2.1% | 4% | 0% | i | i | -1% | 21% | 2% | 0.5
Cc1ccc(Cl)cc1NC(=O)CNCC(c1ccccc1)N(C)C (stereo unspecified) | 0.3% | -3% | -2% | i | i | -34% | -6% | -1% | -1.3
C/C(=N\NC(=O)c1ccccc1)c1ccc(N2CCOCC2)cc1 | 0.1% | 0% | 1% | i | i | 5% | 38%[activator] | 6% | -0.5
Cc1cc(C(F)(F)F)c(C#N)c(SCC(=O)Nc2nc3cc(Br)ccc3s2)n1 | 5.0% | ? | -8% | i | nt | -10% | 1% | ? | -3.8
Cc1cccc(NC(=O)NNC(=O)c2sccc2-n2cccc2)c1 | 1.5% | -1% | 0% | i | i | 2% | 4% | 14% | -3.5
O=C(Nc1ccc(F)cc1)c1nc2c(nnn2Cc2cccc3ccccc23)c(=O)[nH]1 | 0.4% | -1% | 0% | i | i | -22% | 9% | -22% | 1.7
CCN1CCN(C(=O)Nc2cccc(C(F)(F)F)c2)CC1 | -0.6% | 7% | 1% | i | i | 13% | 2% | -5% | -0.6
CC(=O)c1c(C)[nH]c(C(=O)OCC(=O)Nc2cc(C(F)(F)F)ccc2N2CCOCC2)c1C | 1.8% | -10% | -2% | i | i | -12% | 19% | ? | -2.6
CCN(CC)CCNC(=O)c1ccc(NC(=O)Nc2cccc3ccccc23)cc1 | 1.7% | -10% | 1% | i | i | -8% | ? | -17% | 1.9
COc1cc(-c2nnc(-c3cccs3)o2)cc(OC)c1OC | 5.6% | -6% | -4%[15.4 µM] | i | i | -33% | -5% | 3% | 0.0
CC(C)=C(c1ccc(Cl)cc1)c1c(N)ncnc1N | -0.7% | nt | nt | i | i | -12% | -1% | nt | 0.0
Cc1ccc(S(=O)(=O)N2CCN=C2SCc2c(F)cccc2Cl)cc1 | 0.4% | 16% | 0% | i | i | 0% | 10% | ? | -0.3
